Screens (PubChem)
CSM14.1 death rescue – rescue of cells from ER stress-induced death, primary screen, 384-well, CSM14.1, thapsigargin, ATP luminescence (AID 1222). CSM14.1 thapsigargin-induced death rescue, ATP luminescence; higher % means a stronger effect. cellular ATP content (survival), % at 20 µM; hits with a dose series show EC50 in µM. 190,000 tested, under 10 active;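 active = EC50 below 50 µM in the dose-response confirmation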;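 also: death triggered by thapsigargin at about 15 µM added after 2 h compound pretreatment; cell ATP read after overnight thapsigargin exposure of roughly 18 to 22 hours; normalized against plate controls of thapsigargin alone and 5% DMSO vehicle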
Yfh1-depleted yeast – enhancers of respiration in Yfh1-depleted yeast, dose response, Friedreich's ataxia, plus single-dose screen (AID 1465); S. cerevisiae Yfh1-off respiration, WST-1 reduction, 72 h; higher fold induction means a stronger effect; one-dose fold induction at 50 µM; EC50 in µM for titrated hits; 220,000 tested, 0.074% active;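 active = fold induction of absorbance versus untreated yeast above a set limit, then at least 30% activation at any dose in follow-up; inconclusive = repeats straddling the limit, or above it without dose testing; inactive = fold induction below the set limit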;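 also: activators that raise dye reduction in frataxin-depleted yeast; strong numbers were not always called active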
SV40 large T antigen – SV40 large T antigen inhibitors, biochemical (AID 1903); 310,000 tested, 0.39% active; SV40 large T antigen ATPase/helicase inhibition assay; higher % means a stronger effect; inhibition, % at 20 µM, or IC50 in µM where a hit was titrated; in the data active = a potency from the dose series; inconclusive = inhibition mostly from about 32% at the one dose, without a potency; inactive = the rest, 99 in 100 with inhibition below about 32%; also: strong numbers were not always called active
XIAP displacement – XIAP antagonists, biochemical, IAP family, fluorescence polarization (AID 1018) | E3 ubiquitin-protein ligase XIAP (Homo sapiens) | XIAP BIR domain, fluorescence polarization peptide displacement; higher % means a stronger effect | one-dose displacement, % at 20 µM; IC50 in µM for titrated hits | 200,000 tested, 0.007% active; in the data active = displacement above about 50%; also: a part of the inactive calls stands beside numbers as strong as those of hits
West Nile virus CPE – West Nile virus antiviral activity, cell-based, CPE readout (AID 1621); West Nile virus-infected cells, CPE inhibition; higher % means a stronger effect; CPE inhibition, % at 10 µM; hits with a dose series show IC50 in µM; 290,000 tested, 0.02% active; in the data active = a potency from the dose series; inconclusive = CPE inhibition mostly from about 3.7% at the one dose, without a potency; inactive = the rest, 99 in 100 with CPE inhibition below about 2.2%; also: strong numbers were not always called active
WT yeast gro inh – growth inhibition of WT strain, primary screen, mitochondrial fusion inhibitor project, WT and mutant strains, chemical genetic | mitochondrial fusion phenotypic screen | 190,000 tested, 2.1% active | AID 1362, 2008 | inhibition, % at 10 µM; in the data active = inhibition above about 58%; tested in S. cerevisiae
NS5 inhibitors – Dengue-2 NS5 methyltransferase inhibitors, primary screen, biochemical, confirmation dose response (AID 588689); Genome polyprotein (Dengue virus type 2 (strain 16681-PDK53)); Dengue-2 NS5 methyltransferase capping enzyme assay, biochemical; higher % means a stronger effect; one-dose inhibition, % at 25 µM; IC50 in µM for titrated hits; 340,000 tested, 0.3% active; in the data active = a potency from the dose series; inconclusive = inhibition above about 29% without an active follow-up result
K1F lysis inhibition – inhibition of K1F phage lysis, E. coli UTI89, bacterial capsule biogenesis inhibitors, alamar blue (AID 488966); 340,000 tested, 0.02% active; one-dose inhibition, % at 100 µM; IC50 in µM for titrated hits; E. coli UTI89 K1F phage lysis, alamar blue, 2 h; higher % means a stronger effect;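 active = phage lysis inhibition, versus mean bacterial control, above a set limit; inconclusive = no clear call, values can overlap the other calls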;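 also: capsule biogenesis inhibitors block K1F phage lysis so surviving cells raise fluorescence; higher fluorescence means more inhibition of phage lysis; actives were called in the ten point dose series up to 300 µM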
RSV CPE inhibition – RSV antiviral activity via CPE protection, HEp-2 cells, primary 10 µM value included (AID 2391); HEp-2 cells, RSV-induced CPE inhibition; higher % means a stronger effect; one-dose CPE inhibition, % at 10 µM; IC50 in µM for titrated hits; 310,000 tested, 0.13% active; in the data active = a potency from the dose series; inconclusive = CPE inhibition mostly from about 23% at the one dose, without a potency; inactive = the rest, 99 in 100 with CPE inhibition below about 21%; also: strong numbers were not always called active
WT yeast gro inh mutant strain – second read-out of WT yeast gro inh, no call of its own (marks repeat the call); inhibition, %; mitochondrial fusion phenotypic screen, mutant strain inhibition
* marks the source's active call; other numbers are inactive results; i = inactive; ? = inconclusive; / = no result given; [ ] = dose if it differs, or a comment.

Compound	WT yeast gro inh	RSV CPE inhibition	WT yeast gro inh mutant strain	SV40 large T antigen	K1F lysis inhibition	XIAP displacement	CSM14.1 death rescue	Yfh1-depleted yeast	NS5 inhibitors	West Nile virus CPE
CCN1CCN(C(=O)Nc2ccc(OC)cc2OC)CC1	-3	0.3%	-3	-9%	0.6%	-5.5%	0.4%	i	-5%	-0.2%
O=C1c2cccc3cccc(c23)C(=O)N1/N=C/c1ccc(O)cc1O	-6	0.1%	15	15%	0.2%	2.6%	0.3%	i	-9%	-0.6%
NCCCCCc1cn(CC(=O)NCCCCCCCCCCC(=O)N2CCNCC2)nn1	/	-1.3%	/	6%	2.2%	/	/	/	2%	/
CCCC1Cc2c(sc3ncnc(N)c23)CO1 (stereo not drawn)	18	12%	0	7%	-0.7%	-8.3%	0.7%	i	-7%	0.5%
CCOC(=O)C1=C(N)n2c(s/c(=C\c3cccs3)c2=O)=C(C(=O)OCC)C1c1cccs1 (stereo not drawn)	13	0.3%	17	14%	0.4%	-3.2%	-0.5%	i	-15%	0.3%
O=C(CCS(=O)(=O)c1ccc(Br)cc1)NCCc1ccccc1	/	1.0%	/	5%	-0.1%	/	/	/	-2%	-0.5%
N#C/C(=C\c1ccc(OCc2ccc(F)cc2)cc1)C(=O)Nc1cccc(C(=O)O)c1	/	2.1%	/	10%	0.2%	/	/	i	3%	0.2%
Cn1nc([N+](=O)[O-])nc1Oc1ccccc1C(=O)N1CCOCC1	1	-1.7%	-4	5%	0.1%	-0.1%	-1.5%	i	0%	0.6%
COc1ccc(Cl)cc1NC(=O)c1cccnc1	-5	2.6%	9	6%	0.3%	-0.5%	0.0%	i	3%	-0.5%
Cc1ccc2cc(C)c(SCC(=O)Nc3ccc(S(=O)(=O)N4CCCC4)cc3)nc2c1	/	3.8%	/	1%	0.6%	/	/	i	1%	-0.6%
COC(=O)c1cc(NC2c3ncccc3C(=O)N2Cc2ccccc2)cc(C(=O)OC)c1 (stereo not drawn)	19	1.7%	43	11%	2.9%	-5.9%	-1.4%	i	-4%	1.4%
CCOC(=O)Cn1c(=N)n(CCOc2ccc(F)cc2)c2ccccc21	/	1.1%	/	-3%	0.5%	/	/	i	16%	0.3%
CC(C)=C1C(=O)NN(c2ccc(C)c(Cl)c2)C1=O	-2	2.6%	10	35%	1.5%[50 µM]	-2.9%	12%	i	-4%	-0.4%
O=C(NCc1nc2ccccc2[nH]1)C1=C[C@@H](c2csc3ccccc23)C[C@@H](OCCCCO)O1	/	16%	/	15%	4.0%	/	/	i	-6%	0.0%
COc1ccc(S(=O)(=O)N2CCC(C(=O)Nc3ccccc3C)CC2)c2cccnc12	-2	2.4%	14	3%	0.1%	-6.9%	1.0%	i	1%	-0.3%
O=C1c2ccc3c4c(ccc(c24)C(=O)N1NC(=O)C(F)(F)F)CC3	7	-1.3%	9	6%	0.4%[50 µM]	-2.9%	-0.3%	i	11%	1.1%
Cc1noc(NS(=O)(=O)c2ccc(N/C=C/C(=O)c3ccccc3)cc2)c1C	-10	1.7%	-1	15%	2.4%	-11%	-3.8%	i	0%	-0.2%
CNC(=O)/C(C#N)=C/c1c(N2CCN(c3ccccc3)CC2)nc2c(C)cccn2c1=O	/	15%	/	5%	0.3%	/	/	/	-2%	-0.6%
CCCC(=O)N(CCN(Cc1ccccc1)C(=O)CCC)Cc1ccccc1	-4	-1.0%	-4	1%	9.9%	-1.3%	-0.5%	i	2%	-0.4%
CSc1ccccc1NC(=O)CN(c1cc(C)cc(C)c1)S(C)(=O)=O	2	0.1%	-5	18%	-0.4%	-3.3%	/	i	3%	-0.8%
CC1CCCCN1C(=O)CN1C(=O)CSc2ccc(S(=O)(=O)N3CCOCC3)cc21 (stereo not drawn)	/	-0.9%	/	7%	0.4%	/	/	/	7%	-0.2%
COC(=O)c1ccc(C(NC(=O)OCc2ccccc2)/C(F)=C/[C@@H](C)C(=O)NCc2ccc(OC)c(OC)c2)cc1 (stereo partly drawn)	3	-3.2%	-19	5%	0.9%	-7.4%	-2.2%	i	-5%	-0.4%
Clc1cccc(Cl)c1CO/N=C/c1cccs1	/	/	/	9%	0.9%	/	/	i	-4%	-0.2%
Cc1sc(-c2ccncc2)nc1OC(=O)c1ccc(F)cc1F	2	1.9%	8	15%	-0.5%	2.7%	-1.9%	i	0%	-0.2%
Cc1cccc(N2CCN(C(=O)NCc3ccc(Cl)cc3)CC2)c1	3	2.1%	-3	3%	-0.3%	-2.0%	-2.1%	i	-7%	-0.8%
c1ccc(CNc2ncnc3sc4c(c23)CCC4)nc1	0	4.0%	-1	3%	0.2%	-1.1%	-1.9%	i	-5%	-0.2%
O=C(N/N=C/c1cccnc1)c1cccc(Br)c1	/	1.7%	/	14%	-2.0%	/	/	/	-9%	-0.4%
S=C(NCc1ccccn1)Nc1ccc(Br)cc1Cl	55	5.9%	38	7%	0.0%	-4.2%	-0.3%	i	2%	-0.5%
C=C(C)Cn1c(SCCCO)nc2c1c(=O)[nH]c(=O)n2C	-30	1.2%	9	0%	-1.8%	-6.9%	-0.5%	i	-1%	0.2%
COc1ccc(-c2cnnc(N/N=C/c3ccc(-c4ccc([N+](=O)[O-])cc4)o3)n2)cc1	-9	/	-2	10%	0.0%	-3.1%	-2.2%	i	-6%	1.2%
Nc1ccc(C(=O)N2CCN(S(=O)(=O)c3ccc(Cl)cc3)CC2)cc1[N+](=O)[O-]	/	2.0%	/	3%	0.9%[50 µM]	/	/	/	1%	/
O=C(CNS(=O)(=O)c1ccc2ccccc2c1)OCc1nnc(-c2ccccc2)o1	1	1.6%	-6	1%	-0.3%	-4.3%	-1.9%	i	/	0.0%
CC(=O)Nc1cccc(-c2nc3ccccc3s2)c1	8	-0.1%	-2	2%	2.7%	0.3%	0.5%	i	4%	-0.6%
Cc1ccc(CNC(=O)c2ccccc2N(C)S(C)(=O)=O)cc1	14	-0.9%	3	0%	/	-4.0%	0.0%	i	/	0.0%
N#C/C(=C\c1ccc(C(=O)O)cc1)c1nc2sc3c(c2c(=O)[nH]1)CCCC3	/	/	/	29%	0.1%	/	/	i	-22%	-0.1%
CCN1CCN(C(=O)N(c2ccccc2)c2ccccc2)CC1	/	0.1%	/	2%	0.2%	/	/	/	-2%	-0.5%
Cc1cc(-c2csc(NC(=O)c3cccc(S(=O)(=O)N(C)C)c3)n2)c(C)n1-c1ccccc1	-1	13%	-3	11%	3.8%	-2.5%	25%	i	-21%	0.4%
Cc1nc2ccccc2c2oc(C(=O)NCCCN3CC(C)CC(C)C3)cc12 (stereo not drawn)	/	-0.8%	/	13%	0.1%	/	/	/	0%	1.2%
O=C(c1cccc(S(=O)(=O)NCc2ccccc2)c1)N1CCCC1	-10	3.8%	19	2%	0.4%	-14%	-0.1%	i	-4%	-0.5%
Cc1ccc(S(=O)(=O)C(C)C(=O)NCCS(=O)(=O)c2ccc(Cl)cc2)cc1 (stereo not drawn)	-19	0.4%	11	9%	0.5%	0.4%	/	i	1%	-1.1%
Cn1ccc(=Nc2ccc(NC(=O)c3ccc(N=c4ccn(C)c5ccc([N+](=O)[O-])cc45)cc3)cc2)cc1	/	5.0%	/	3%	0.3%	/	/	i	-3%	?
Cc1ccc(Cl)cc1NC(=O)CCC(=O)NCc1ccco1	/	-0.4%	/	10%	0.3%	/	/	/	2%	-0.2%
CN(c1cccc(NC(=O)CN(c2cccc(Cl)c2)S(=O)(=O)c2ccc(Cl)cc2)c1)S(C)(=O)=O	-5	16%	-16	6%	-0.9%	-7.7%	1.4%	i	4%	-1.6%
CC(=O)Nc1ccc(S(=O)(=O)NCCC(=O)OCC(=O)c2ccc(F)c(F)c2)cc1	/	0.8%	/	5%	0.0%	/	/	/	-9%	-0.1%
COc1ccc(OC)c(NC(=O)CCNS(=O)(=O)c2ccc3[nH]c(=O)oc3c2)c1	/	1.9%	/	11%	0.2%	/	/	/	3%	-0.1%
O=C(COC(=O)c1n[nH]c(=O)c2ccccc12)c1ccc(Br)cc1	9	3.0%	4	6%	-2.1%	-13%	0.8%	i	-8%	0.0%
Cn1cc(Br)cc2nc(C(F)(F)F)nc1-2	-16	1.4%	3	6%	1.4%	-4.6%	-1.0%	i	-3%	0.2%
CC1CCN(C(=O)c2ccccc2NC(=O)c2cccs2)CC1	/	2.3%	/	6%	-0.1%[50 µM]	/	/	/	-4%	-0.2%
O=C(NNc1nc2ccccc2s1)c1ccccc1F	4	5.1%	1	21%	0.6%[50 µM]	-2.8%	3.2%	i	-2%	0.6%
CCOc1ccc2[nH]c(=O)c(C(c3nnnn3Cc3ccco3)N3CCCC(C)C3)cc2c1 (stereo not drawn)	-1	1.9%	13	29%	0.1%	-8.6%	-1.2%	i	1%	-0.1%

(next part)
Compound	WT yeast gro inh	RSV CPE inhibition	WT yeast gro inh mutant strain	SV40 large T antigen	K1F lysis inhibition	XIAP displacement	CSM14.1 death rescue	Yfh1-depleted yeast	NS5 inhibitors	West Nile virus CPE
Oc1c(C(c2ccccn2)N2CCOCC2)ccc2cccnc12 (stereo not drawn)	-8	-3.3%	-9	34%	0.3%	-4.3%	-1.3%	i	-22%	1.3%
O=C(Cc1ccccc1)N/N=C/c1cccn1-c1ccc([N+](=O)[O-])cc1	-9	7.3%	-2	2%	8.9%	-3.5%	-4.1%	i	1%	-1.2%
NC(=O)C1CCN(C(=S)c2cccs2)CC1	-30	1.2%	-16	16%	?	-3.9%	-1.5%	/	-1%	/
CC1=C(C)CC(C(=O)N2CCN(C/C=C/c3ccccc3)CC2)C(C(=O)O)C1 (stereo not drawn)	-10	-0.6%	16	10%	-0.2%	-6.6%	0.1%	i	-3%	0.2%
Cc1cc(=O)[nH]c(N/N=C/c2c(O)n(-c3ccccc3)c(=O)c3ccccc23)n1	-5	1.5%	-6	?	10%	1.8%	2.0%	i	-30%	-0.3%
Cc1ccc(S(=O)(=O)CCC(=O)OCc2ccc(Cl)c(Cl)c2)cc1	21	1.4%	1	2%	3.6%[50 µM]	-9.0%	-1.6%	i	-1%	-0.7%
O=C(COc1ncnc2ccccc12)Nc1ccc(Cl)c(S(=O)(=O)N2CCOCC2)c1	/	0.4%	/	5%	-0.2%	/	/	i	-9%	0.0%
CCN(CC)c1nc2ccccc2n(Cc2cccc(OC)c2)c1=O	/	3.5%	/	5%	0.1%	/	/	/	-2%	-0.2%
COc1cccc(CNC(=O)Cn2ncn3cccc3c2=O)c1OC	/	1.8%	/	17%	3.0%	/	/	/	1%	-0.6%
